Screening results as filed in PubChem.
PPARg SRC-3 ag = promotes SRC-3 coactivator recruitment by human PPARgamma; activation, % at 8 µM; 0.26% of 200,000 active; biochemical PPARgamma/SRC-3 coactivator recruitment assay; AID 731; P37231; in the data active = activation above about 23%;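 note: 0% = DMSO and 100% = reference agonist; some compounds past the cut are filed as inactive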
Target sequence (P37231 whole entry, looked up): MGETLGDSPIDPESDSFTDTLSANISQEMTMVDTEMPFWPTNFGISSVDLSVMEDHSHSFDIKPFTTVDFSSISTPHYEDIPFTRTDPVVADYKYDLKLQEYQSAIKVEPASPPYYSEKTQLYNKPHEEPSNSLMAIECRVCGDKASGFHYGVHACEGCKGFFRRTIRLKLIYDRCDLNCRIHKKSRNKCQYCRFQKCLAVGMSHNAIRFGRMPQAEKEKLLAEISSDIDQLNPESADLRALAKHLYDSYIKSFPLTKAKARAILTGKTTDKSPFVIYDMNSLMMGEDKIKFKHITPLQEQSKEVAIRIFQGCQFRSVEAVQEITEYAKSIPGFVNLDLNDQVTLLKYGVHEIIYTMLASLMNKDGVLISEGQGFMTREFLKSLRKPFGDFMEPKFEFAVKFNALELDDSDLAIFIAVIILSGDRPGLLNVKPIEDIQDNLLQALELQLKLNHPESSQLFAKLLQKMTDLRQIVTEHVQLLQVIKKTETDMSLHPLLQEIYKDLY
S1P3 antag = blocks the human S1P3 receptor; 0.27% of 170,000 active; inhibition, % at 4.98 µM; CHO S1P3 NFAT-BLA reporter, FRET fluorescence, antagonist mode;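 active = inhibition above the plate cutoff, the mean inhibition of test wells on that plate plus 3 SD, cut at about 28% in these data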;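 note: cells challenged with S1P at its EC80 of 0.8 µM; blue over green emission ratio from cleaved BLA substrate after 4 h stimulation; 0% = S1P-stimulated wells and 100% = unstimulated DMSO-only wells; some compounds past the cut are filed as inactive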
TLR4 MyD88 comp = TLR4-MyD88 interaction inhibition in cells | O00206+Q99836 | HeLa CL3-4 TLR4/MyD88 BLA complementation, FRET ratio | inhibition, % at 8.4 µM | 0.18% of 200,000 active | AID 861; in the data active = inhibition above about 25%;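 note: 0% = vehicle and 100% = reference inhibitor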
PPARg SRC-1 ag = promotes SRC-1 coactivator recruitment by human PPARgamma. P37231. PPARgamma-SRC-1 coactivator recruitment biochemical assay. activation, % at 8 µM. 0.41% of 200,000 active. AID 631; in the data active = activation above about 19%;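 note: 0% = DMSO and 100% = reference agonist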
STAT3 act = activators of IL-6 induced STAT3 signaling | U3A cells, IL-6 STAT3-luciferase reporter, luminescence; 100% = signal with IL-6 EC80 alone | activation (% of control), % at 5.6 µM | 0.91% of 190,000 active | AID 871;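 active = activation above the screen-wide mean of compound activation plus 3 SD, cut at about 130% in these data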;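 note: 0% = background luminescence of wells with medium and substrate only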
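Test system: Human STAT1-deficient U3A cells with stable STAT3-luciferase reporter | Also added: Interleukin-6, 33 ng/mL | Timing: Compound pre-incubation 1 h before IL-6, then 6 h stimulation at 37 °C | Technique: Luciferase reporter luminescence | Read-out: Percent of IL-6-only median luminescence | Benchmarks: IL-6-only wells as 100% reference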
PPARg SRC2 recr = agonists of SRC-2 recruitment by human PPARgamma; P37231; activation, % at 8 µM; AID 1032; 0.34% of 200,000 active; PPARgamma LBD-SRC-2 recruitment, biochemical; in the data active = activation above about 22%;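 note: 0% = vehicle and 100% = reference agonist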
RAM network inh = blocks the yeast RAM network; inhibition, % at 50 µM; 1.8% of 190,000 active; S. cerevisiae dse1pr::URA3 reporter, 5-FOA growth OD615, 2 d; analog-sensitive cbk1-as2 kinase mutant strain; AID 868;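 active = inhibition above a set limit, 3 SD over mean compound inhibition, cut at about 8.4% in these data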;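 note: 0% = DMSO-only wells with no growth and 100% = 10 µM 1-NA-PP1 full growth; inhibition rescues growth on 5-FOA so higher OD means more RAM inhibition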
ROMK mod = modulators of human ROMK potassium channel; AID 1918; B-score at 10 µM; 2% of 130,000 active; P48048; Tet-inducible ROMK, thallium flux fluorescence; actives lie on both sides;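 active = signal ratio slope over the read window, or its plate-corrected B-score, at least 3 SD from the plate mean, either direction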;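 note: B-score of the F/F0 ratio slope over 7 to 12 s after thallium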
Target sequence (P48048 whole entry, looked up): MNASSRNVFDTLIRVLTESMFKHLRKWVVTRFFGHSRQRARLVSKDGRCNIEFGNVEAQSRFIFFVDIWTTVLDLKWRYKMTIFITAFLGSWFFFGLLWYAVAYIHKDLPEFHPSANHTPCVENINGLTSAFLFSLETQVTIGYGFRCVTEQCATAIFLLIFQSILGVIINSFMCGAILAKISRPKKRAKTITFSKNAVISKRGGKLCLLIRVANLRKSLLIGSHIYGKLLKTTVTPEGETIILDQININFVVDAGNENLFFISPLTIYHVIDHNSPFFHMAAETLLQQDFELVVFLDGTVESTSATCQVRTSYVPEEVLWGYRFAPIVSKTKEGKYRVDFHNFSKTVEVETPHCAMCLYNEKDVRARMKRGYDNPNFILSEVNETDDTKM
STAT3 blocker = reduces IL-6 driven STAT3 reporter signal | U3A cells, IL-6 STAT3-luciferase reporter, luminescence; host cell line lacks STAT1 | inhibition, % at 5.5 µM | 0.89% of 190,000 active | AID 862;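 active = inhibition above the mean inhibition across all screened compounds plus 3 SD, cut at about 44% in these data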;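 note: 0% = DMSO only wells and 100% = 100 µM nifuroxazide control wells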
STAT1 blocker = inhibitors of IFN-gamma induced STAT1 signaling | 0.35% of 200,000 active | NIH 3T3 STAT1-luciferase reporter, luminescence | inhibition, % at 5.5 µM;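 active = inhibition above a set limit, the mean inhibition across all tested compounds plus 3 SD, cut at about 34% in these data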;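 note: 0% = IFN-gamma with DMSO and 100% = IFN-gamma with 300 µM nifuroxazide; values of inactives mirror those of a sister screen read the other way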
SRC2 TRFRET art = TR-FRET artefact, counter-screen to PPARgamma/SRC-2 agonist assay; stronger effect = higher value; AID 1049; 0.4% of 200,000 active; TR-FRET ratio at 8 µM; in the data active = TR-FRET ratio above about 2000; note: inactives centre near 1500
* marks the source's active call; other numbers are inactive results; nt = not tested or not shown.

Every second line gives: PPARg SRC-3 ag | S1P3 antag | TLR4 MyD88 comp | PPARg SRC-1 ag | STAT3 act | PPARg SRC2 recr | RAM network inh | ROMK mod | STAT3 blocker | STAT1 blocker | SRC2 TRFRET art
Cc1cc(C(=O)c2ccc(Cl)cc2)c(NC(=O)CCl)s1
  1 | 9 | 21 | -1 | 101 | 6 | 6.5 | 0.015 | 0 | -1 | 1628
C=CCN=c1scc(-c2ccc(F)cc2)n1/N=C/c1ccccn1
  3 | 1 | 0 | 4 | 100 | 12 | 1.3 | nt | -5 | -22 | 1667
Nc1nc(-c2ccccc2)nn1S(=O)(=O)c1ccccc1
  2 | -20 | 4 | 11 | 107 | -2 | 2.9 | -0.0059 | 0 | -14 | 1596
CCOC(=O)N1CCN(Cc2cn[nH]c2-c2ccc(-c3ccccc3)cc2)CC1
  -7 | -15 | 4 | -1 | 109 | -9 | 0.0 | 0.43 | -9 | -11 | 1319
CCOC(=O)C1=C(O)C(=O)N(CCCn2ccnc2)C1c1ccc(OC)cc1 (stereo unspecified)
  5 | -6 | -10 | 16 | 92 | 4 | 4.2 | -0.46 | 12 | 4 | 1634
COc1cc(C(=O)NNC(=O)c2ccc(S(=O)(=O)N3CCCCC3)cc2)cc(OC)c1OC
  2 | 8 | 12 | 3 | 102 | -2 | 3.6 | 0.71 | -5 | 7 | 1527
Cc1nc(NC(=O)c2ccc(Br)s2)sc1C(=O)N(C)C
  -16 | -6 | -4 | -2 | 108 | 6 | 2.3 | 0.21 | -6 | -41 | 1400
O=C(NC(Cc1ccccc1)C(=O)O)c1ccc(S(=O)(=O)N2CCOCC2)cc1 (stereo unspecified)
  7 | -3 | -5 | -2 | 95 | -4 | 1.0 | nt | 9 | 8 | 1487
COc1ccc(-n2cc(CN3CCCC3)c(-c3cccc(F)c3)n2)cc1
  3 | -4 | -18 | 3 | 103 | 1 | -0.6 | nt | 2 | -12 | 1556
COc1ccc(N2CCN(C(=O)c3ccc(Oc4ccc(C(F)(F)F)cn4)cc3)CC2)cc1
  13 | nt | 1 | 5 | 83 | 6 | 1.4 | nt | 24 | 15 | 1665
CCC(C)(C)NC(=O)c1cc([N+](=O)[O-])ccc1N1CCOCC1
  0 | -28 | -3 | 0 | 98 | 4 | 2.6 | 0.00053 | 6 | 4 | 1559
COC(=O)c1ccccc1OCCOCCOc1cccc2cccnc12
  2 | 1 | 8 | 4 | 97 | 6 | 1.0 | nt | 4 | 10 | 1689
Cc1ccccc1NC(=O)Nc1cc(S(N)(=O)=O)ccc1C
  -12 | nt | -11 | -2 | 109 | -16 | 0.9 | -0.42 | -2 | -4 | 1319
CC1=C(C(=O)OCc2ccc3c(c2)OCO3)C(c2ccc(O)c([N+](=O)[O-])c2)NC(=O)N1 (stereo unspecified)
  3 | 11 | -13 | 8 | 93 | 6 | 4.5 | 0.14 | 13 | 20 | 1580
Cc1cc(N2CCOCC2)nc(N)n1
  3 | -8 | -12 | 13 | 98 | 7 | 1.7 | 1 | 4 | -8 | 1654
O=C(NCc1cccnc1)c1noc2c1CCCC2
  -6 | 5 | 2 | -6 | 97 | -6 | 0.1 | -0.049 | 8 | 8 | 1437
CCCCNc1c2c(nc3c(-c4ccccc4)c(C)nn13)CCC2
  8 | nt | -11 | 4 | 94 | 6 | 2.7 | -1.1 | 13 | 0 | 1623
COCCCNC(=O)Cn1nnc(-c2ccc(NC(=O)c3ccc(F)cc3)cc2)n1
  3 | nt | -2 | 3 | 100 | 7 | 1.9 | 0.11 | 4 | -12 | 1814
CCc1nc(N[C@H](C(=O)O)C(C)CC)c2oc3ccccc3c2n1 (stereo partly specified)
  -13 | nt | 11 | -6 | 102 | -7 | 2.0 | nt | 2 | 7 | 1660
Cc1nc2cc(S(=O)(=O)C(F)(F)F)ccc2s1
  1 | 0 | 12 | 6 | 104 | 5 | -0.1 | nt | 2 | 1 | 1513
COc1ccc(NC(=O)CCc2nc3ccccc3[nH]2)cc1
  8 | -16 | -4 | 3 | 106 | 7 | 1.0 | -0.43 | 6 | -7 | 1690
COCCCN(C(=S)Nc1cccc(Cl)c1)C(C)c1ccncc1 (stereo unspecified)
  -1 | -8 | 2 | 4 | 101 | -3 | -0.4 | 0.39 | -4 | 7 | 1593
COc1ccc(NC(=S)N2CCN(c3ccc([N+](=O)[O-])cc3)CC2)cc1OC
  8 | -9 | -1 | 5 | 79 | 3 | 0.7 | -0.8 | 28 | 19 | 1464
O=C(/C=C/c1cnc2ccccc2n1)NC12CC3CC(CC(C3)C1)C2
  1 | 5 | 6 | -7 | 97 | -7 | 1.9 | nt | 3 | -55 | 1621
CC1CN(C(=O)Cn2c(C(F)(F)F)nc3ccccc32)CC(C)O1 (stereo unspecified)
  8 | nt | -4 | 0 | 100 | 4 | 1.7 | -0.098 | 4 | 4 | 1556
COCC(C)N1C(=O)Cc2c1nc(N)c1c(N)nc(N3CCN(c4ccccc4F)CC3)c(C#N)c21 (stereo unspecified)
  1 | -4 | -1 | 3 | 97 | 6 | 2.9 | 0.0047 | 4 | 2 | 1554
Cc1cccc(-n2c(SCC(=O)N3CC(=O)Nc4ccccc43)nc3ccccc3c2=O)c1
  3 | 0 | 2 | 3 | 90 | -2 | 4.1 | -0.0034 | 13 | 6 | 1453
CCS(=O)(=O)N1CCCC(C(=O)NCCc2ccc(C)cc2)C1 (stereo unspecified)
  -1 | -6 | -11 | 6 | 98 | 5 | 3.3 | 0.092 | 6 | 7 | 1650
COc1ccc(C(=O)Nc2ccccc2C(=O)NCc2ccco2)cc1OC
  -4 | 4 | 13 | 0 | 106 | 4 | 2.4 | nt | -1 | -3 | 1617
Cn1c(SCc2nc(-c3ccc(Cl)cc3)no2)nnc1-c1cccs1
  -3 | nt | 11 | 0 | 105 | 2 | 3.0 | nt | -2 | -3 | 1354
COc1cccc(NC(=S)NNC(=O)C(C)n2nc(C)c([N+](=O)[O-])c2C)c1 (stereo unspecified)
  -1 | nt | -4 | 3 | 105 | 3 | 1.4 | 0.54 | 2 | 1 | 1402
CC1(C)Cc2c(c(-c3ccco3)nc3n[nH]c(N)c23)CO1
  -3 | -18 | 12 | 10 | 105 | 0 | -1.3 | 0.25 | -2 | 5 | 1515
Cc1ccc(CN2CCN(Cc3cn(C(C)C)c4ccccc34)CC2CCO)o1 (stereo unspecified)
  -1 | -1 | 2 | -4 | 99 | -7 | 1.4 | -3.5 | 6 | 5 | 1195
COC(=O)c1ccc(C)c(NC(=O)CCSc2ccc(Cl)cc2)c1
  8 | nt | -15 | 0 | 98 | -4 | 2.5 | -0.051 | 9 | -1 | 1544
COc1ccc(CC(=O)Nc2nc(-c3cccnc3)cs2)cc1
  -2 | -5 | 2 | 11 | 88 | 2 | 2.4 | nt | 18 | 0 | 1625
COc1ccccc1C1NC(c2ccccc2OC)C(C)C(=O)C1C (stereo unspecified)
  5 | nt | 10 | 2 | 99 | -3 | 3.0 | 0.92 | 3 | 1 | 1359
CCCc1cc(=O)oc2cc3oc(C)c(C)c3cc12
  -5 | 25 | -3 | 9 | 91 | 3 | 2.1 | -1.3 | 15 | -10 | 1557
CC(NC(=O)C(C(=O)c1cccc([N+](=O)[O-])c1)n1cc(Cl)ccc1=O)c1ccccc1 (stereo unspecified)
  -1 | -3 | 1 | -2 | 92 | 0 | 2.5 | -0.34 | 7 | 6 | 1521
Cc1cc(C)cc(C(=O)/C=C2\NC(=O)CS2)c1
  0 | -5 | 4 | 0 | 110 | 8 | 1.4 | nt | -1 | -3 | 1639
CN(CC(O)CN)CC(O)CN1CCCCC1 (stereo unspecified)
  4 | nt | -7 | 8 | 96 | 1 | 1.2 | nt | 7 | 0 | 1688
O=C(Nc1cnccn1)Nc1ccccc1Cl
  4 | -3 | -19 | 0 | 81 | 6 | 3.5 | 0.64 | 25 | -24 | 1754
CC1CCCN(c2ccc(C(=O)Nc3nnc(C4CC4)s3)cc2[N+](=O)[O-])C1 (stereo unspecified)
  3 | -31 | 9 | 8 | 97 | 2 | 4.5 | -0.76 | 5 | -2 | 1709
O=C(O)Cc1sc(Nc2ccccc2)nc1-c1ccc(Cl)cc1
  3 | 9 | 7 | 11 | 99 | 7 | 3.4 | 0.87 | 2 | -23 | 1661
Cc1ccc(N2C(=O)c3ccc(C(=O)O)cc3C2=O)c(C)c1
  4 | -24 | 4 | 0 | 94 | 5 | 0.6 | nt | 8 | -5 | 1719
COc1ccc(-c2onc3ccc(Cl)cc23)cc1OC
  5 | -8 | -1 | -1 | 98 | 14 | nt | nt | 4 | -7 | 1419
COc1cc(-c2noc(-c3ccccc3C(=O)NCc3ccco3)n2)cc(OC)c1OC
  10 | -25 | -12 | 0 | 96 | 7 | 2.1 | nt | 9 | 3 | 1607
CCOC(=O)c1c(NC(=O)CSc2n[nH]c(CNc3ccccc3)n2)sc(C)c1C
  7 | nt | 9 | -2 | 100 | -2 | 3.3 | -0.17 | 4 | 1 | 1469
COc1ccc(C(=O)NCCN2CCOCC2)c(OC)c1OC
  1 | -7 | -4 | 12 | 100 | 0 | 1.5 | 0.92 | 11 | 2 | 1616
CC(C)CCNC(=O)c1cccc(S(=O)(=O)N2CCc3ccccc32)c1
  -2 | nt | -5 | 12 | 99 | -2 | 1.1 | -1.1 | 4 | -1 | 1477
CCCCN(CCCC)CCCNC(=O)c1ccc2nc(-c3ccccc3NC(C)=O)c(=O)[nH]c2c1
  2 | 0 | -16 | 1 | 101 | 3 | 1.8 | -0.011 | 6 | 6 | 1373

Remaining list, next part:
Every second line gives: PPARg SRC-3 ag | S1P3 antag | TLR4 MyD88 comp | PPARg SRC-1 ag | STAT3 act | PPARg SRC2 recr | RAM network inh | ROMK mod | STAT3 blocker | STAT1 blocker | SRC2 TRFRET art
Cc1ccc(C(=O)OCc2nnc(-c3ccccc3)o2)o1
  5 | 1 | 0 | -7 | 101 | -2 | 0.8 | nt | 2 | -3 | 1458
O=S(=O)(NCCc1cn2ccccc2n1)c1ccc(F)c(C(F)(F)F)c1
  5 | 13 | 8 | 4 | 111 | 5 | 1.2 | nt | -8 | -3 | 1501
CCN(CC)Cc1c(O)ccc2c(-c3ccccc3)cc(=O)oc12
  1 | 0 | 6 | 0 | 112 | -3 | 1.3 | -1.3 | -7 | -4 | 1475
CON(C)c1nc(NCC(C)C)nc(OCC#N)n1
  12 | nt | -13 | 0 | 107 | 12 | -0.6 | 0.29 | -1 | -4 | 1719
CC(=O)N(C1=C(O)c2ccccc2C(=O)C1=O)C1CCCCC1
  12 | nt | -7 | -9 | 104 | 6 | 0.3 | nt | 1 | 3 | 1757

This is a random part of the collection. About 5.6% of those tested had a hit in this group.
